Compound activity from PubChem BioAssay.
CHT allo act: allosterically activates the human high affinity choline transporter; AID 488977; Q9GZV3; 310,000 tested, 0.49% active; CHT-expressing cells, membrane potential dye, choline EC20; stronger effect = higher value; LV-AA mutant CHT in HEK293 cells; B-score at 10 µM;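 active = initial fluorescence not abnormally high and integrated response B-score, plate-corrected, over 3 SD above library mean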
Target sequence (Q9GZV3 whole entry, looked up): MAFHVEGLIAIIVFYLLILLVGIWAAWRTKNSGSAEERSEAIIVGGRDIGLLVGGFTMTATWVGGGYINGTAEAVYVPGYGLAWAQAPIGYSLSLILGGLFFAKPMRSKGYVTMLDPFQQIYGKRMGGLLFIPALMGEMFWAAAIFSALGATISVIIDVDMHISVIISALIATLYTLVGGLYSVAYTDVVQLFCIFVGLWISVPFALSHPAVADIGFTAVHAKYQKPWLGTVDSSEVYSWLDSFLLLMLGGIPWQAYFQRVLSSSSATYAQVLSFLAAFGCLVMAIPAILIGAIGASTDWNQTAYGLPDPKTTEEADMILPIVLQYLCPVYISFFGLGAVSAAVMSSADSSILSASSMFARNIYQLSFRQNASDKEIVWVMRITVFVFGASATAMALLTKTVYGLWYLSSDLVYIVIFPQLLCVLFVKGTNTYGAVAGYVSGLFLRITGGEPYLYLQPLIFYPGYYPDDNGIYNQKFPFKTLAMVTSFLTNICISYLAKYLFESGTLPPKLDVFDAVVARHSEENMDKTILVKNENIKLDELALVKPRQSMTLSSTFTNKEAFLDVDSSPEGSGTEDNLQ
OX1R antag-1: blocks the human orexin 1 receptor | O43613 | OX1R-expressing cells, FRET antagonist read-out | inhibition, % at 6.6 µM | 330,000 tested, 1.8% active | AID 485270; in the data active = inhibition mostly above about 38%, no sharp cut-off; inactive = mostly below about 40%;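 note: 0% = agonist challenge alone and 100% = reference antagonist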
Target sequence (O43613 whole entry, looked up): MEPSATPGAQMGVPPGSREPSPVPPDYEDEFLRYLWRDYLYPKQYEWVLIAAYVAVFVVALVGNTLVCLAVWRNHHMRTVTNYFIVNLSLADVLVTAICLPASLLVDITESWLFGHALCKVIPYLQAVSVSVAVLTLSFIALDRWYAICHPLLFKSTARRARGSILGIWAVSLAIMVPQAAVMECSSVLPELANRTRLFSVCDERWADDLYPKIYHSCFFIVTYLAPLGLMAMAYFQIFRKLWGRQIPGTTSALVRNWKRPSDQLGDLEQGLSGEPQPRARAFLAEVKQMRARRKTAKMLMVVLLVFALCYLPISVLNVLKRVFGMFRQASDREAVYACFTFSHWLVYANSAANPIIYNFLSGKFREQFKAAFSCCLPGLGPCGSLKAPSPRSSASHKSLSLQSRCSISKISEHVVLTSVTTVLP
OX1R antag-2: blocks the human orexin 1 receptor; AID 434989; 330,000 tested, 0.43% active; inhibition, % at 5 µM; CHO/OX1R cells, Fluo-8 calcium fluorescence, orexin A;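 active = inhibition above its plate's threshold, mean inhibition of all tested compounds on the plate plus 3 SD, cut at about 37% in these data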;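 note: 0% = orexin A challenge wells and 100% = SB-334867-A antagonist wells; not every result past the cut was called active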
Active calls of the source: *; i = inactive; . = not tested or not shown.

SMILES	CHT allo act	OX1R antag-1	OX1R antag-2
COc1ccc(S(=O)(=O)Nc2cc(Sc3ncn[nH]3)c(O)cc2C)cc1	.	6.5	-7.0
O=C(c1ccccc1)c1nccn1-c1ccc(Cl)nn1	i	14.9	-8.1
Cc1cc(NC(=O)CSc2nc3c([nH]c4ccccc43)c(=O)n2-c2ccccc2F)no1	i	33.9	-0.1
Cc1ccccc1NC(=S)N1CCN(C(=O)c2ccco2)CC1	i	7.8	0.7
COc1ccc(Cl)cc1Nc1nc(-c2sc(NC(=O)c3ccco3)nc2C)cs1	i	23.0	-28.1
CCOC(=O)N1CCN(C(=O)CNC(=O)c2ccc(Cl)cc2)CC1	i	-2.4	-4.4
O=C(COc1ccccc1)Nc1nnc(C23CC4CC(CC(C4)C2)C3)s1	i	6.7	-6.2
CC(=O)N1c2ccccc2C(C)(c2ccccc2)CC1(C)C (centres undefined)	i	15.8	-35.8
c1ccc(-n2nnc(-c3cccnc3)n2)cc1	i	39.6	-30.7
CC(=O)N1CCCc2ccccc21	i	13.0	17.7
CC(=O)c1cccc(NC(=O)N2CCC(NC(=O)C34CC5CC(CC(C5)C3)C4)CC2)c1	i	29.5	-23.8
CC(O)CNc1nc2ccccc2n1CC(=O)NCCc1ccc(Cl)cc1 (centres undefined)	i	30.4	-9.0
Cc1cc(OCc2cc(C(=O)NCc3csc(C(C)C)n3)no2)cc(C)c1Cl	i	15.0	-15.8
Cc1ccc2nc3c(cc2c1)c(C)nn3-c1ccccc1	i	3.9	-22.4
COc1ccc(-c2noc(CCC(=O)NCC3CCCO3)n2)cc1OC (centres undefined)	i	2.4	-3.8

Given as comma-separated lines: 4 of the compounds above.
molecule,CHT allo act,OX1R antag-1,OX1R antag-2
CC(O)CNc1nc2ccccc2n1CC(=O)NCCc1ccc(Cl)cc1 (centres undefined),i,30.4,-9.0
Cc1cc(OCc2cc(C(=O)NCc3csc(C(C)C)n3)no2)cc(C)c1Cl,i,15.0,-15.8
Cc1ccc2nc3c(cc2c1)c(C)nn3-c1ccccc1,i,3.9,-22.4
COc1ccc(-c2noc(CCC(=O)NCC3CCCO3)n2)cc1OC (centres undefined),i,2.4,-3.8

Next part.
SMILES	CHT allo act	OX1R antag-1	OX1R antag-2
COc1ccc(Nc2cc(C(=O)NCCCOC(C)C)c3ccccc3n2)c(OC)c1	i	-2.2	-34.5
CNC(=O)c1ccccc1NC(=O)c1cccc(S(=O)(=O)N2CCC(C)CC2)c1	i	10.1	-21.1
O=C(NNC(=O)c1cc(-c2ccco2)nc2ccccc12)c1ccccc1	i	19.5	2.9
O=C(/C=C/c1ccc(F)cc1)N1CCN(S(=O)(=O)/C=C/c2ccccc2)CC1	i	17.4	-13.8
CC1CCN(CCNC(=O)C2CCCN(S(=O)(=O)c3cccc4nsnc34)C2)CC1 (centres undefined)	i	21.3	-32.8
COc1ccc(C(=O)Nc2nc(-c3ccc([N+](=O)[O-])cc3)c(-c3ccc(OC)cc3)s2)cc1	i	4.1	-4.1
Cc1ccc(OCC(=O)N2c3ccccc3NC(=O)C2(C)C)c([N+](=O)[O-])n1	i	21.8	-25.4
CCOC(=O)c1sc(/N=C/c2ccc(O)cc2O)cc1C	i	4.5	-8.0
CC(C)(C)C(=O)Cn1c[n+](N)cn1	i	12.0	2.0
O=C(Nc1nnc(-c2ccc3c(c2)CCCC3)o1)c1ccccc1Cl	i	27.7	-3.7
COC(=O)C1CCCCN1C(=O)CCc1nnc(CCc2c[nH]c3ccccc23)o1 (centres undefined)	i	12.2	-7.8
CCCCCCOc1ccc(C(=O)O)cc1C#N	i	9.8	-5.3
Cc1ccc(C)c(N2CN(Cc3cccnc3)CNC2=S)c1	i	13.0	-4.2
COc1cc(C=NNC(=O)c2cccnc2)ccc1OC(=O)c1ccccc1F	.	8.6	-20.0
CSc1nc(-c2ccccc2)nc2c1COC(C)(C)C2	i	16.2	-9.8
CN(C)c1cccc(C(=O)NNC(=O)CN2C(=O)C3CC=CCC3C2=O)c1 (centres undefined)	.	11.2	-8.8
COc1ccccc1OC(C)C(=O)N1CCC(Cc2ccccc2)CC1 (centres undefined)	i	13.6	-15.3
CCOc1ccccc1NC(=O)N1CCC(c2nc3ccccc3[nH]2)CC1	i	11.2	-20.9
COc1ccc(N(C(=O)c2snc(C(N)=O)c2N)C(C(=O)NCc2ccccc2)c2ccc(F)cc2)c(OC)c1 (centres undefined)	i	5.0	-25.3
COc1cc(CN2CC(C)CC(C)C2)cc([N+](=O)[O-])c1O (centres undefined)	i	23.6	37.6
ClC(CCN1CCN(Cc2ccccc2)CC1)c1ccccc1 (centres undefined)	i	2.0	-18.8
C=CCN1C(=O)/C(=C\C=C2\N(C)c3ccccc3C2(C)C)SC1=S	i	4.8	1.4
CCn1c(SCC(=O)OC2CCCCC2)nc2ccccc2c1=O	i	7.3	-30.7
O=C(Nc1ccc(S(=O)(=O)N2CCOCC2)cc1)C1CCN(S(=O)(=O)c2ccccc2)CC1	i	9.8	-7.5
O=C(CN(C(=O)c1csnn1)c1ccccc1Cl)NCCc1ccccc1	i	9.4	-24.9
O=C(O)CCCC(=O)N1N=C(c2ccco2)CC1c1ccco1 (centres undefined)	i	12.3	-23.9
CS(=O)(=O)N1CCN(c2ccc(C(=O)N3CCOCC3)cc2[N+](=O)[O-])CC1	i	35.0	1.7
Cc1ccc(S(=O)(=O)N2CCC(C(=O)Nc3ccc4c(c3)COC4=O)CC2)cc1	i	12.8	-4.4
Cc1ccc(C)c(NC(=S)NCCCN2CCOCC2)c1	i	1.2	-9.7
COc1ccc(CCN(C)C(=O)CCNC(=O)c2ccc(Br)cc2)cc1OC	i	8.9	-29.2
Cc1ccc(OCC(=O)NNC(=O)CSc2ncnc3sc(C)c(C)c23)cc1	i	14.8	-2.6
O=C(/C=C/c1ccco1)NC(=S)Nc1ccccc1O	i	20.6	-11.4
O=C(OCc1nnc(-c2cccs2)o1)C1=NN(c2ccccc2)C(=O)CC1	.	8.0	-10.1
Cc1ccc(S(=O)(=O)N(C)CC(=O)O/N=C(\N)c2ccccn2)cc1	i	10.8	-6.3
CC(=O)N1N=C(c2ccc(C)o2)CC1c1ccc(F)cc1 (centres undefined)	i	5.2	4.1
CC(Cc1ccccc1)C(=O)N(C)Cc1cccnc1 (centres undefined)	i	15.3	-15.3
c1cncc(-c2nc(N3CCOCC3)c3ccccc3n2)c1	8.12*	14.6	7.6
O=c1[nH]c2cc3c(cc2cc1CN(CCO)S(=O)(=O)c1ccccc1)OCCO3	i	11.9	-17.4
CN(C)c1nn(C(=O)Nc2ccc(Cl)cc2Cl)cc1-c1ccccc1	i	12.5	-12.5
CC(C)(C)NC(=O)CN(C(=O)CNC(=O)c1cccs1)c1ccc2c(c1)OCCO2	i	15.4	-17.4
Cc1nc(SCc2ccccc2)[nH]c(=O)c1CC(=O)OCC(C)C	i	6.3	-19.1
Cc1ccc(NC(=O)CNc2cccc(S(=O)(=O)N3CCOCC3)c2)cc1F	i	7.9	-28.7
COc1ccc(Cl)cc1NC(=O)CN1CCc2ccccc21	i	9.6	-10.5
COc1cc(NC(=O)CSc2nc3cc(C)ccc3cc2C)c(C(=O)O)cc1OC	i	5.2	-14.1
CSc1nc(-c2ccccc2)nc(C(C)C)n1	.	7.3	3.4
CCn1c(SCC(=O)N2CCc3ccccc32)nnc1-c1ccncc1	i	22.6	-22.3
Cc1cc(Oc2ccc(=O)n(C)n2)nc(Oc2ccc(=O)n(C)n2)n1	i	16.9	2.0
Cc1cc(C)nc(SCC(=O)NN=Cc2ccc(C)o2)n1	.	13.7	-17.5
Cc1nn2c(-c3ccc(Cl)cc3Cl)nnc2s1	i	15.1	-1.8
Cc1ccc(CS(=O)Cc2ccc(C(=O)NCc3cccs3)o2)cc1 (centres undefined)	i	2.5	-13.1
CN1CCN(S(=O)(=O)c2ccc(C#N)cc2)C(c2ccccc2)C1 (centres undefined)	.	-1.4	-17.2
COc1ccc(/C=C2\CN(Cc3ccccc3)C/C(=C\c3ccc(OC)cc3OC)C2=O)c(OC)c1	i	2.0	-23.8
O=C(Cn1cc(/C=N/NC(=O)c2cccc3ccccc23)c2ccccc21)Nc1ccc(F)cc1	i	0.1	-13.9
COc1cccc(CC2(CO)CCN(Cc3ccc(NC(C)=O)cc3)CC2)c1	i	3.6	-4.9
CC(C)c1nnc(SCC(=O)N2CCc3ccccc32)n1C	i	16.4	-23.9
Cc1ccccc1OCCC(=O)Nc1c(C)n(C)n(-c2ccccc2)c1=O	i	20.6	-11.1
C=CC[C@@H](CC(=O)NCCO)C(=O)NC[C@H](OC(=O)[C@@H](CC=C)Cc1ccc(F)cc1)c1ccccc1	.	32.8	-1.0
CCn1cc(S(=O)(=O)CC(=O)Nc2ccc(OC)cc2)c2ccccc21	i	8.6	0.8
COc1cccc(/C=N/NC(=S)NC2CC3CC2C2C=CCC32)c1O (centres undefined)	i	2.3	-17.7
CS(=O)(=O)N1CCCC(C(=O)NCc2ccccc2Cl)C1 (centres undefined)	i	5.2	-2.2
(further entries)
SMILES	CHT allo act	OX1R antag-1	OX1R antag-2
CCOC(=O)c1nnsc1NC(=O)Nc1ccc(OC)cc1	i	17.9	-6.4
O=C(c1cccs1)N1CCCC(c2nc(-c3ccc(F)cc3)no2)C1 (centres undefined)	i	4.2	0.4
CCOC(=O)C1CCCCN1C(=O)CCc1c(C)nc2ncnn2c1C (centres undefined)	i	12.4	-2.4
CCC(=O)Nc1nc(NCc2ccccc2OC)n(-c2ccccc2)n1	i	-4.8	-14.9
COC(=O)c1ccccc1NC(=O)c1ccc(COc2ccccc2)o1	i	28.6	-28.1
CC(C)(C)NC(=O)CCN(/N=C/c1ccc([N+](=O)[O-])o1)C1=NS(=O)(=O)c2ccccc21	i	32.5	-7.9
OC(CN1C2=NCCN2c2ccccc21)c1ccc(Br)cc1 (centres undefined)	i	6.1	-11.0
Cc1cccc(C)c1NC(=O)CN(C)C(=O)c1cc([N+](=O)[O-])ccc1N1CCOCC1	i	21.4	-7.3
COC(=O)c1ccc(C2C(C(=O)c3cc4ccccc4o3)=C(O)C(=O)N2c2cc(C)on2)cc1 (centres undefined)	i	14.8	-12.2
O=C1CC(C(=O)N2CCc3ccccc32)CN1c1ccc(F)cc1 (centres undefined)	i	1.9	-6.3
Nc1nnc(CCCCCc2nnc(N)s2)s1	i	-3.1	-5.5
COc1ccc2[nH]c(=O)c(CNc3cccc(C)c3)cc2c1	i	47.9*	-14.4
O=C(O)CSc1nc2ccccc2nc1Cc1ccccc1F	i	-13.9	-15.1
COc1ccc(S(=O)(=O)N2CCN(C(=O)CN3C(=O)NC(C)(c4ccc5ccccc5c4)C3=O)CC2)cc1 (centres undefined)	i	24.4	-7.0
Clc1ccccc1-c1nc2nc3ccccc3nc2n1-c1ccc2c(c1)OCO2	i	21.2	-9.7
CCOc1ccc(N(CC(=O)NCc2ccc3c(c2)OCO3)C(=O)c2csnn2)cc1	i	3.9	-12.6
O=C(Nc1nc2ccccc2s1)C1CC(=O)N(c2ccccc2)C1 (centres undefined)	i	16.6	-8.4
COc1ccc(OC)c(C(C(=O)NCc2ccco2)N(C(=O)Cn2nnc3ccccc32)C(C)C)c1 (centres undefined)	i	16.7	-31.1
C(=N\n1cnnc1)/c1cccs1	i	31.6	-3.3
COc1ccc(OC)c(-c2csc(N(C)C(=O)c3ccco3)n2)c1	i	18.9	-33.7
COc1ccc(NC(=O)C2CCCN(C(=O)c3ccc(Cl)cc3)C2)cc1Cl (centres undefined)	.	7.7	-18.4
CNC(=O)c1cccc(NC(=O)c2ccccc2OCc2ccccc2)c1	i	18.3	15.7
CC(C)CNC(=O)CCCc1ccccc1	i	3.4	-14.9
C/C(=N\OCC(=O)OCC(=O)Nc1cc(S(C)(=O)=O)ccc1Cl)c1ccc2c(c1)OCO2	.	5.2	-9.4
CN(C)C1=NCCN1CC1CCCCC1	i	9.7	-10.8
CCCCCN1C=CC=C/C1=C\C=C(C#N)C#N	i	21.4	-9.5
O=C(CNC(=O)c1ccc(Cl)cc1)NC(CO)c1ccccc1 (centres undefined)	i	12.8	-15.8
NCCNC(=O)Cn1c(=O)c2c3c(sc2n(Cc2ccccc2)c1=O)CCCC3	i	9.5	-5.7
COC(=O)C1=COC(C)C2CN3CCc4c([nH]c5ccccc45)C3CC12 (centres undefined)	i	11.5	-4.2
Cc1ccc(S(=O)(=O)N2CCOCC2)cc1NC(=O)COC(=O)CNC(=O)c1ccc(Oc2ccccc2)cc1	i	11.5	-1.7

2 entries picked at random from those above:
SMILES	CHT allo act	OX1R antag-1	OX1R antag-2
COc1ccc(OC)c(C(C(=O)NCc2ccco2)N(C(=O)Cn2nnc3ccccc32)C(C)C)c1 (centres undefined)	i	16.7	-31.1
COc1ccc(OC)c(-c2csc(N(C)C(=O)c3ccco3)n2)c1	i	18.9	-33.7

Additional compounds follow:
SMILES	CHT allo act	OX1R antag-1	OX1R antag-2
c1ccc(CSCc2cn3ccccc3n2)cc1	i	17.6	-11.5
O=S(=O)(Nc1ccc(C(F)(F)F)cn1)c1ccccc1	i	8.0	-8.4
CCCCC(=O)N(Cc1ccc(-c2ccccc2-c2nn[nH]n2)cc1)[C@H](C(=O)O)C(C)C	i	12.1	-8.7
CSCCC(C(=O)O)N1C(=O)c2ccc(C(=O)O)cc2C1=O (centres undefined)	i	19.0	-7.5
O=C(CNC(=O)c1cccc(F)c1)N/N=C/c1cccnc1	i	30.2	11.1
O=C(Nc1cccc(NC(=O)C2CC3CCCC(C2)C3=O)n1)C1CC2CCCC(C1)C2=O (centres undefined)	i	1.2	-13.6
COc1cccc(NC(=O)Cc2cccs2)c1	i	12.7	-7.9
COC(=O)c1ccc(OC)c(NS(=O)(=O)c2ccc(-n3cnnn3)cc2)c1	i	5.2	9.2
COc1ccc(C2(C)NC(=O)N(Cc3cc(Cl)cc4c3OCOC4)C2=O)cc1OC (centres undefined)	i	8.3	-7.0
